Bioassay records deposited in PubChem by National Center for Advancing Translational Sciences (NCATS).
RXFP1 ag – agonists of human relaxin receptor RXFP1 | Q9HBX9 | HEK293T-RXFP1 cAMP TR-FRET, 30 min; response scale: percent of porcine relaxin response, buffer zero | Potency, µM (doses to about 57.5 µM), inactives show at the top dose activation, actives largely listed as activators | hit rate 0.3% among 370,000 | AID 2676; active = well fitted activation curve with a large enough effect; note: potency is the fitted concentration of half-maximal effect; % is set by controls: 0 for no effect and ±100 for the full control effect; nearly all actives have a fitted effect of over 60% in size; many of its hits are not listed in these tables
Target sequence (Q9HBX9 whole entry, looked up): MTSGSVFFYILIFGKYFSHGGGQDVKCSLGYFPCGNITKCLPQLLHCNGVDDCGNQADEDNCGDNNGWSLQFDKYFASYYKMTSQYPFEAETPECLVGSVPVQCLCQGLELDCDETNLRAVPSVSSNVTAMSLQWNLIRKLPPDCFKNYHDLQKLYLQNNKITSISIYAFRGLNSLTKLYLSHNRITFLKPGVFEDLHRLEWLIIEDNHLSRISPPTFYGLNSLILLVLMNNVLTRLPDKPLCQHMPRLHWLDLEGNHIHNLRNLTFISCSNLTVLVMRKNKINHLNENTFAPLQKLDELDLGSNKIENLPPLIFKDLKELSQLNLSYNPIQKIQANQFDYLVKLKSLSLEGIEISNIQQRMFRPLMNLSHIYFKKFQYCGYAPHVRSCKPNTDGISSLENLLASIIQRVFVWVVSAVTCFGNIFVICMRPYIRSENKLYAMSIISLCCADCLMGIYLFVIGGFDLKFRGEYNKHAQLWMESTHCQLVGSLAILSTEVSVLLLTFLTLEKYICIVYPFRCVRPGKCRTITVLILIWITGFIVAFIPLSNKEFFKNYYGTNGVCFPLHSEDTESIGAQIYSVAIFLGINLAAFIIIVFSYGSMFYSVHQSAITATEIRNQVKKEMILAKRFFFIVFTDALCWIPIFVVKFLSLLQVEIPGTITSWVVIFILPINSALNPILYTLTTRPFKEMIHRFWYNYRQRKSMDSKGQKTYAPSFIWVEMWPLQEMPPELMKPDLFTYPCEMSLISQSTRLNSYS
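HEK293 cells stably expressing RXFP1, treated 30 min at 37C with compounds plus PDE4 inhibitor Ro 20174; cAMP measured by HTRF TR-FRET. Normalized to buffer and 29 nM porcine relaxin; EC50 by Hill fit.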
D1 antag – antagonists of human D1 dopamine receptor; P21728; HEK293 TREx D1 cells, calcium flux, dopamine EC80; active compounds read low; activity change, negative = inhibition, % at 10 µM; hit rate 3.2% among 360,000; AID 504652; in the data active = activity change below about -30%; note: % is set by controls: 0 for no effect and ±100 for the full control effect
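HEK293 T-REx cells expressing inducible, force-coupled D1 receptor; no-wash Ca dye, 30–90 min RT. Cmpd → 180 s read at 1 Hz → EC80 DA → 180 s read.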
D2 potentiator – D2 dopamine receptor (human) potentiation | P14416 | HEK293 T-REx D2, calcium flux, EC20 dopamine potentiation | potentiation, % at 10 µM | hit rate 0.34% among 340,000 | AID 485347;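 active = potentiation over 3 SD above the plate norm, cut at about 30% in these data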; note: 0% is about no effect
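Using a no-wash calcium dye in inducible, force-coupled HEK293 Trex cells expressing D2, we tracked fluorescence each second for 180 s after compound, then for 180 s after EC20 dopamine to detect augmented signalling.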
D1 ag – activates the human D1 dopamine receptor; P21728; HEK293 T-REx D1 cells, calcium flux, agonist mode; activation, % at 2 µM; hit rate 1% among 360,000; in the data active = activation above about 30%; note: 0% is about no effect
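Inducible HEK293 T-REx D1 cells, force-coupled to calcium signalling, were plated at 4000 cells/well with tetracycline and held overnight at 30 C. After no-wash calcium dye loading, compound-evoked calcium rise over 180 s flagged agonists.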
D2 antag – antagonists of human D2 dopamine receptor. AID 485344. inhibition, % at 10 µM. HEK293 TREx D2 cells, calcium flux, dopamine EC80. hit rate 2% among 340,000; in the data active = inhibition above about 30%; note: 0% is about no effect
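Cells plated overnight at 30 C with tetracycline; no-wash calcium dye, 30–90 min RT; 10 s baseline; compound pinned; 180 s read; EC80 dopamine added; another 180 s read.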
TRHR PAM – TRH receptor (human) allosteric enhancement. enhancement, % at 2 µM. AID 493056. P34981. TRHR cells, fluo-8 calcium fluorescence, EC20 TRH enhancement. hit rate 0.66% among 360,000; in the data active = enhancement above about 30%; note: 0% is about no effect
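Enhancer read-out: after compound pinning and an initial kinetic agonist-mode read, an EC20 of TRH (10 nM final) was injected and fluo-8 calcium signal (Ex 480/Em 530) followed at 1 s/cycle for 100 cycles in TRHR-expressing cells.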
D2 ag – agonists of human D2 dopamine receptor | hit rate 0.53% among 340,000 | AID 485358 | activation, % at 2 µM | P14416 | HEK293 T-REx D2 cells, calcium flux agonist mode;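 active = activation over 3 SD above normal in the single-dose calcium agonist read, cut at about 30% in these data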; note: 0% is about no effect
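Tetracycline-induced HEK293 T-REx cells with force-coupled D2 receptor, plated overnight at 30 C, loaded with no-wash calcium dye. After a 10 s baseline, compound was pin-added and calcium flux read kinetically for 180 s; calcium rises flagged agonists.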
RXFP1 antagonist – blocks the human relaxin receptor RXFP1. Q9HBX9. HEK293-RXFP1, relaxin-stimulated cAMP HTRF, 30 min; active compounds read low. activity change, negative = inhibition, % at 57.5 µM. hit rate 0.59% among 350,000. AID 1259400;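 active = activity change of -60% or lower, but not beyond a set lower limit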; note: % is set by controls: 0 for no effect and ±100 for the full control effect
D1 potentiator – human D1 dopamine receptor positive modulation; HEK293 TREx D1 cells, calcium flux, dopamine EC20 potentiation; potentiation, % at 10 µM; hit rate 0.036% among 360,000; AID 504651; in the data active = potentiation above about 30%; note: 0% is about no effect
The depositor's hits bear a star; nt = not tested or not shown.

SMILES	RXFP1 ag	D1 antag	D2 potentiator	D1 ag	D2 antag	TRHR PAM	D2 ag	RXFP1 antagonist	D1 potentiator
O=C(Nc1cccc(O)c1)c1ccccc1[N+](=O)[O-]	1.5%	7	-2	0	3	0	0.6	-17	6
Cc1cc(O)c(C(c2ccc(F)cc2)N2CCCCC2)c(=O)n1Cc1ccco1 (stereo not drawn)	4.9%	6	-5	2	nt	-1	-0.7	-22	0
O=C(CN1C(=O)C2C3C=CC(C3)C2C1=O)N1CCc2ccccc2C1 (stereo not drawn)	-0.1%	-14	-6	4	22	0	0.6	-15	0
CCOC(=O)Cc1nn(Cc2ccccc2)c(=O)c2ccccc12	-3.7%	-1	-1	2	16	14	0.0	2	-1
CC(OC(=O)CCN=C1NS(=O)(=O)c2ccccc21)C(=O)NC1CCCCC1C (stereo not drawn)	0.7%	-9	0	7	-21	-3	-0.3	-19	1
CCC(O)(CC)C(=O)N=Nc1c(O)[nH]c2ccccc12	3.8%	13	1	3	13	3	0.1	-21	3
CC(C)(C)C(=O)/C=c1\[nH]c(=O)/c(=C\c2ccccc2F)s1	4.7%	2	5	16	0	4	1.9	-6	2
COc1cc(OC)cc(C(=O)NCC(=O)OCC(=O)Nc2ccc3c(c2)OCO3)c1	-3.6%	-1	1	0	0	3	0.9	-24	3
N/C(=N\OC(=O)c1cc(-c2ccccc2)nc2ccccc12)c1ccncc1	4.9%	-7	1	3	11	4	0.0	0	-8
CCOC(=O)c1ccc(CSc2nncn2N)o1	1.9%	4	1	4	-7	-8	-0.7	-3	0
Cc1ccc(C(=O)N2CCN(C)CC2)cc1S(=O)(=O)N1CCCCC1	-1.1%	-3	3	4	-20	18	0.2	10	1
COc1ccc2c(c1)C(c1cccs1)=NNC(c1ccncc1)=N2	0.5%	-1	10	2	-3	20	1.6	-7	-2
COC(=O)c1ccc(CSc2nc3ccccc3c(=O)n2N)cc1	4.6%	8	-3	4	-6	9	5.1	-21	-6
CC(=O)c1ccc(Cc2ncc(C(F)(F)F)cc2Cl)s1	3.3%	-4	-3	2	24	2	-1.9	-5	-8
CN(Cc1ccccc1)C(=O)C1CCCN(Cc2cccc(Cl)c2)C1 (stereo not drawn)	1.9%	0	-6	1	-9	4	-0.2	-3	3
O=[N+]([O-])CC(c1ccccc1)P(=O)(c1ccccc1)c1ccccc1 (stereo not drawn)	3.5%	-22	9	2	-25	4	-0.5	1	-12
COCC(=O)N(Cc1ccc(OC)cc1)Cc1nc2ccccc2c(=O)[nH]1	1.8%	-4	12	2	-11	-4	3.3	-13	3
CCN(CC)S(=O)(=O)c1cccc(-c2nnc(SCC(N)=O)n2N)c1	14%	7	3	3	-18	-4	-3.2	0	-2
CCOC(=O)c1c(C)[nH]c(C(=O)C(C)OC(=O)c2cnc(C)cn2)c1C (stereo not drawn)	3.8%	-27	-1	9	5	1	0.6	-3	5
Cc1cnc(C(=O)OC(C(=O)Nc2cc(C(F)(F)F)ccc2Cl)c2ccccc2)cn1 (stereo not drawn)	1.2%	0	2	3	4	0	-1.5	-11	9
O=C(C1CCCC1)N1CCN(S(=O)(=O)c2ccc(F)cc2)CC1	-1.4%	4	0	1	25	-4	0.2	-2	2
CCN1C(=O)[C@H]2[C@H]3[C@H](O)[C@H](O)C/C(=N\O[C@H](C)c4cn([C@H](CO)Cc5ccccc5)nn4)[C@@H]3CC[C@H]2C1=O	0.5%	10	-1	-3	3	1	0.3	nt	-3
CC(C)n1ncc2c(C(=O)Nc3cccc(S(=O)(=O)N(C)C)c3)cc(C3CC3)nc21	1.2%	-7	-12	1	-2	-7	-0.5	10	-6
O=C(CSc1nnc(Cn2c(=O)sc3ccccc32)n1-c1ccccc1)N1CCCC1	-3.7%	4	8	0	6	1	-0.6	nt	4
CC1C/C(=N/O)C(C)CN1 (stereo not drawn)	0.7%	11	31*	2	6	34*	1.7	-19	3
Oc1ccc(-c2n[nH]c(=S)n2Cc2ccco2)cc1	7.6%	1	-9	0	2	3	-0.3	-18	2
CC(Oc1ccc(F)cc1)C(=O)N(CCC1=CCCCC1)c1c(N)n(Cc2ccccc2)c(=O)[nH]c1=O (stereo not drawn)	-0.8%	2	7	1	3	2	0.2	-8	-5
COC(=O)/C=C1/S/C(=N/NC(=O)c2ccccc2)NC1=O	-1.0%	-23	-4	2	-14	-7	0.1	-8	6
Cn1nnnc1SCC(=O)NCc1cccs1	-0.2%	-14	7	-1	-12	-1	1.7	30	5
O=C1CCCN1CCCNC(=S)Nc1cccc2ccccc12	-0.5%	5	8	1	-1	4	-0.3	16	-3
O=C(CCC1CCCN(C(=O)c2cccs2)C1)N1CCN(c2ccccn2)CC1 (stereo not drawn)	-1.0%	-1	13	-2	-1	6	-0.1	-3	0
CCOc1ccc(NC(=O)COC(=O)CNC(=O)c2ccc(-c3ccccc3)cc2)cc1	0.8%	-6	-9	5	13	-2	0.8	-6	nt
O=C(N=Nc1c(O)n(C2OC(=O)c3ccccc32)c2ccccc12)c1ccco1 (stereo not drawn)	0.7%	-1	4	0	-3	2	0.0	nt	-1
COc1cccc(Cn2cc(C(=O)NCCN(C)C)nn2)c1	1.6%	2	30	7	-7	-2	-0.5	1	-1
COc1ccc(C(=O)N(CCCO)Cc2cc3c(C)ccc(C)c3[nH]c2=O)cc1OC	0.4%	18	14	2	-14	-3	-0.2	nt	6
CCn1c2ccccc2c2nnc(SCC(=O)Nc3ccc4c(c3)OCO4)nc21	0.0%	11	18	1	-10	-2	1.9	-1	0
COc1ccccc1CCNS(=O)(=O)c1cc2c3c(c1)C(C)C(=O)N3CCC2 (stereo not drawn)	1.5%	-7	1	1	-4	11	-0.1	-1	2
CC(C)(C)NC(=O)C(=O)N/N=C/c1ccc(F)cc1	1.8%	14	3	7	-3	-1	1.3	-7	18
CC(CN1CCOCC1)OC(=O)/C=C/c1ccccc1 (stereo not drawn)	-0.1%	nt	-7	2	14	3	-0.6	6	-2
CC1(c2cccc(Br)c2)NC(=O)N(CC(=O)N2CCN(C(=O)c3ccco3)CC2)C1=O (stereo not drawn)	1.9%	-4	-14	2	6	-13	0.5	0	0
CC(=O)Nc1ccc(Nc2cc(C)nc(Nc3ccc(NC(C)=O)cc3)n2)cc1	0.2%	-6	-4	2	9	-3	-0.3	-9	-3
O=C(Nc1cccc(F)c1)c1ccc2ncsc2c1	2.6%	-17	-5	3	-2	2	0.2	10	-5
Cc1cc(C(=O)NNc2c(Cl)cccc2Cl)n(C(C)(C)C)n1	0.6%	-18	14	2	-18	-3	0.4	17	-3
COc1ccc(S(=O)(=O)NCCC(=O)NC2CCCCCCC2)cc1	-0.3%	-19	-5	1	18	1	0.0	-15	-1
NC(=O)N/N=C/CCc1ccccc1	-1.1%	-4	nt	3	nt	19	nt	-7	4
CCn1c(=O)c(CCC(=O)NCC2CCCO2)c(C)c2c(C)nn(-c3ccc(C)cc3)c21 (stereo not drawn)	1.4%	8	-2	3	-14	2	7.9	-4	3
COc1ccc(-c2nc(CN3CCC(C(=O)NC4CCN(Cc5ccccc5)CC4)CC3)c(C)o2)cc1OC	-6.7%	6	0	0	nt	2	nt	2	0
CC(=O)Nc1ccc2c(CN3C(=O)NC(C)(c4ccc(C)cc4)C3=O)cc(=O)oc2c1 (stereo not drawn)	5.6%	5	6	1	1	8	-1.2	-11	4
Cc1ccc(S(=O)(=O)N2CCC3(CC2)OCCO3)cc1	0.5%	-32*	-1	20	-4	4	0.7	5	-3
CCOC(=O)C1=C(CS(=O)(=O)c2ccc(Cl)cc2)NC(=O)NC1c1ccc(O)c(OC)c1 (stereo not drawn)	-0.3%	11	1	0	6	-3	0.1	11	0
N#CCSc1nc2c(c(=O)n1Cc1ccco1)C1(CCCC1)Cc1ccccc1-2	1.0%	-24	0	3	1	12	-0.2	-22	-3
CCOc1ccccc1NC(=O)Cn1nnc(-c2ccc(OCC)c(OCC)c2)n1	3.8%	19	4	1	-1	0	-1.3	-5	-6
O=C(Nc1ccc2c(c1)OCO2)N1CCN(c2ccc(F)cc2)CC1	0.3%	0	2	1	13	-6	0.0	5	2
Cc1cc(C)n(CCNC(=O)c2ccco2)n1	5.4%	-13	31*	4	-11	-2	0.0	1	-5
CCN(CC)S(=O)(=O)c1ccc(N2CCOCC2)c(NC(=O)c2ccc(C#N)cc2)c1	26%	22	13	1	0	-2	0.3	4	5
COc1cccc(-c2nn(-c3ccc(C)cc3)cc2C(=O)NCC2CCCO2)c1 (stereo not drawn)	0.3%	-20	-12	1	-32	-2	0.0	-19	-2
O=[N+]([O-])c1cc(S(=O)(=O)N2CCCCCC2)ccc1Cl	1.0%	-14	7	4	27	0	-1.5	-7	3
CC(=O)c1cc(C)ccc1OC(=O)CN1C(=O)c2ccccc2C1=O	-2.0%	5	1	12	-12	0	-0.1	8	-2
O=C(c1ccccc1)N1CCCC(C(=O)N2CCc3ccccc3C2)C1 (stereo not drawn)	0.6%	13	-5	1	-4	4	-0.4	0	-3
COc1cc([N+](=O)[O-])cc(/C=N/NC(=O)CSc2ccccn2)c1O	-3.9%	-11	4	-1	-6	2	-0.7	-11	6
Cc1noc(C)c1C(=O)OCC(=O)NC(=O)NC12CC3CC(CC(C3)C1)C2	-0.6%	-18	13	1	15	-16	-0.9	-24	-2
COc1ccc2ccccc2c1/C=N/Nc1ccc(Cl)c(C(=O)O)c1	4.5%	-15	-7	2	5	-6	-0.1	6	2
CCOc1ncccc1C(=O)Nc1ccc(F)cc1	-0.4%	nt	5	-2	-9	2	1.3	-19	-6

Complete entries, quoted from the list. Screens in order: RXFP1 ag | D1 antag | D2 potentiator | D1 ag | D2 antag | TRHR PAM | D2 ag | RXFP1 antagonist | D1 potentiator
Cc1ccc(S(=O)(=O)N2CCC3(CC2)OCCO3)cc1 is listed as 0.5% | -32* | -1 | 20 | -4 | 4 | 0.7 | 5 | -3
COc1cccc(-c2nn(-c3ccc(C)cc3)cc2C(=O)NCC2CCCO2)c1 (stereo not drawn) is listed as 0.3% | -20 | -12 | 1 | -32 | -2 | 0.0 | -19 | -2
COc1ccc(S(=O)(=O)NCCC(=O)NC2CCCCCCC2)cc1 is listed as -0.3% | -19 | -5 | 1 | 18 | 1 | 0.0 | -15 | -1
CC(=O)c1cc(C)ccc1OC(=O)CN1C(=O)c2ccccc2C1=O is listed as -2.0% | 5 | 1 | 12 | -12 | 0 | -0.1 | 8 | -2

Two compounds picked at random from the list so far:
SMILES	RXFP1 ag	D1 antag	D2 potentiator	D1 ag	D2 antag	TRHR PAM	D2 ag	RXFP1 antagonist	D1 potentiator
CCN(CC)S(=O)(=O)c1ccc(N2CCOCC2)c(NC(=O)c2ccc(C#N)cc2)c1	26%	22	13	1	0	-2	0.3	4	5
CC(=O)c1cc(C)ccc1OC(=O)CN1C(=O)c2ccccc2C1=O	-2.0%	5	1	12	-12	0	-0.1	8	-2

These rows are one share of the data, so the mix of outcomes need not match the whole.
